Screens as filed in PubChem BioAssay.
ALOX12 inh: ALOX12 (human) lipoxygenase inhibition. P18054. purified 12hLO, xylenol orange hydroperoxide absorbance. Potency, µM (top dose mostly 108 µM), for the others: at the highest dose activity change, negative = inhibition, most hits filed as inhibitors. 1.1% of 580,000 active. AID 1671190; active = well fitted inhibition curve with a large enough effect; inconclusive = small, poorly fitted or top-dose-only effect, or another doubt; inactive = no such curve, though single readings can be large or run the other way
Target sequence (P18054 whole entry, looked up): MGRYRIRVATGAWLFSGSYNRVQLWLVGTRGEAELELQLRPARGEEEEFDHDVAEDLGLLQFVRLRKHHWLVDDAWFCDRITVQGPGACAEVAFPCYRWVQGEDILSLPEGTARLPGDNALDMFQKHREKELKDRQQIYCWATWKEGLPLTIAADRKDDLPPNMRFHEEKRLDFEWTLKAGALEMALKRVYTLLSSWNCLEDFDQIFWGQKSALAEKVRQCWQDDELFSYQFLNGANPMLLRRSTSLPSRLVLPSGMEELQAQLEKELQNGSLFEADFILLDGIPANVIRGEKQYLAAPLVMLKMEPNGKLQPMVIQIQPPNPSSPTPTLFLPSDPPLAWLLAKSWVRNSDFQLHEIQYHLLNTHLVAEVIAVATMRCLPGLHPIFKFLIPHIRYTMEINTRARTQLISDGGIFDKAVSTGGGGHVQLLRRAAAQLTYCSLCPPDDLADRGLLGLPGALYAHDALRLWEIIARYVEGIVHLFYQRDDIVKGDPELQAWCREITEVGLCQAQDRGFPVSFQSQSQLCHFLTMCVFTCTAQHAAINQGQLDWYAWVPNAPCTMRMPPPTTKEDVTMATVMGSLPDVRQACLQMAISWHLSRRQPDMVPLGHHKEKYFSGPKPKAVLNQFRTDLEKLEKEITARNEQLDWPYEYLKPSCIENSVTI
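Purified human 12hLO (150 nM final) in 25 mM Hepes, 0.01% Triton X-100, pH 7.0 was preincubated 15 min at room temperature with compound. Then 40 uM arachidonic acid was added, 30 min. Hydroperoxide was read by Fe-XO absorbance ratio 573/405 nm.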
* = called active by the depositor; ? = inconclusive; & = joins results of further samples; [ ] = another dose, or the depositor's remark. % is set by controls: 0 for no effect and ±100 for the full control effect; potency is the fitted concentration of half-maximal effect.

SMILES | ALOX12 inh
Cc1ccc(/C(=N\O)c2oc3ccc4c(C)cc(=O)oc4c3c2C)cc1 | -5.4%
Cc1ccccc1NC(=O)C(C)Sc1ncnc2ccccc12 (stereo not drawn) | 22.8%
COCc1nc(C2CCN(S(=O)(=O)c3ccc(C#N)cc3)C2)no1 (stereo not drawn) | 19.5%
CCOc1ccc(NC(=O)Cn2nc3n(c2=O)CCCCC3)cc1 | 15.3%
Cc1ccc(-n2ccc(C=O)c2)c(C)c1 | 9.1%
CCC(=O)Nc1c(-c2cc(=O)oc3c(C)cc(C)cc23)oc2ccccc12 | ?
CC(C)OC(=O)N(C)C[C@H]1OCc2cn(nn2)CCCC(=O)N([C@@H](C)CO)C[C@@H]1C | ?
Cc1cccc(C)c1NC(=O)CSc1nc(C)c(C)o1 | -8.8%
O=C(CN1CCCc2ccccc21)Nc1cccc(S(=O)(=O)N2CCCC2)c1 | -17.7%
O=C(COc1ccc(F)cc1)NC1CCN(c2cc(C(F)(F)F)ncn2)CC1 | 17.1%
O=C(NCc1ccccc1)N1CCC2(CC1)SCC(=O)N2c1ccc(Cl)cc1 | 5.5%
CN(Cc1ccccc1)C(=O)[C@@H]1Cc2nc[nH]c2CN1 | 25.1%[176 µM]
C[C@@H]1CN([C@H](C)CO)S(=O)(=O)c2ccc(C3=CCCCC3)cc2O[C@H]1CN(C)C(=O)Cc1cccnc1 | -6.0%
Cc1cc(S(=O)(=O)NCCO)c(C(C)C)cc1Br | 2.8%
CCCc1nc(SC)ncc1C(=O)NCCc1ccc(OC)c(OC)c1 | ?
COc1ccc(-c2ocnc2C(=O)Nc2cc(Cl)c(OC)cc2OC)cc1 | 3.2%
O=C(O)c1ccc(CN2C[C@@H](CO)O[C@@H](n3cnc4c(NCc5ccco5)ncnc43)C2)cc1 | 8.6%
CCOc1ccc(NC(=O)NC2CCN(c3ncccn3)CC2)cc1 | -2.2%
CCc1nnc2sc(-c3ccc(CNC(=O)c4ccc(F)cc4)cc3)nn12 | ?
CCCCC(=O)NC1CCN(c2cnn(CCOC)c(=O)c2)CC1 | 33.2%
COc1ccc(N2CCN(c3cc(C(=O)NC4CCCCC4)ncn3)CC2)cc1OC | -8.8%
Cc1noc2c(NCC3CCOCC3)cc(-c3cccnc3)nc12 | -6.3%[176 µM]
CC(C)C[C@H]1COc2cccc(F)c2S(=O)(=O)N1 | 0.0%&15.3%
OC1CC(c2cc(N3CCC(Cc4noc(C5CC5)n4)CC3)ncn2)C1 (stereo not drawn) | 29.7%
CCOC(=O)C1=CCN(S(=O)(=O)c2ccc(C)cc2)C1c1cccs1 (stereo not drawn) | 5.2%

A different layout for 3 compounds above:
> COc1ccc(-c2ocnc2C(=O)Nc2cc(Cl)c(OC)cc2OC)cc1
- ALOX12 inh: 3.2%

> O=C(O)c1ccc(CN2C[C@@H](CO)O[C@@H](n3cnc4c(NCc5ccco5)ncnc43)C2)cc1
- ALOX12 inh: 8.6%

> CCOc1ccc(NC(=O)NC2CCN(c3ncccn3)CC2)cc1
- ALOX12 inh: -2.2%

More results follow:
SMILES | ALOX12 inh
O=C(Cc1ccccc1)NCCC1CCN(C(=O)Nc2ccccc2)CC1 | 42.6%[activator]
COC(=O)c1ccc(-c2cccc3c2OC(CNC(=O)c2ccc4c(c2)OCCO4)C3)nc1 (stereo not drawn) | -1.5%
CC(Sc1nc2cc(C(F)(F)F)ccc2n1Cc1ccccc1)C(=O)c1ccc(F)cc1 (stereo not drawn) | ?
CCOC(=O)CC1COCCN1C(=O)c1cn(CCCc2ccccc2)nn1 (stereo not drawn) | 32.9%[activator]
CCc1ccccc1NC(=O)c1nn(-c2ccccc2)c(=O)c2ccccc12 | 0.5%
COC(=O)C1=C(C)N(Cc2ccccc2C(F)(F)F)C(=NCc2ccc3c(c2)OCO3)NC1c1ccccc1 (stereo not drawn) | ?
COc1ccc(NC(=O)Nc2ccc3c(c2)C(=O)N([C@H](C)CO)C[C@H](C)[C@H](CN(C)C)OCCCC[C@@H](C)O3)cc1 | ?
NC[C@H]1O[C@@H](CO)[C@@H](O)[C@H]1N1CCN(c2ccccn2)CC1 | ?
CC1(C(=O)NS(=O)(=O)C2CC2)CCCN(C(=O)/C=C/c2ccccc2)C1 (stereo not drawn) | -12.7%
Cc1ccc(-c2ccc(C=C(C#N)C#N)o2)cc1C(=O)O | -26.0%
Cc1nc(C)c(C(=O)NCC(=O)N2CCCCCCNC(=O)CC2c2ccccc2)s1 (stereo not drawn) | 31.5%
CCc1c(C)sc(NC(=O)CCCCl)c1C#N | ?
Cc1cc(Cn2cc3c4c(cccc42)[C@H](CC(C)C)N[C@H](C(=O)NCCN2CCCC2)C3)no1 | 61.7%[activator]
O=C(NCCc1ccc(F)cc1)c1cc(C2CC2)nc2ccccc12 | -25.7%
CCN(Cc1ccc(Cl)s1)C(=O)c1[nH]c2c(c1C)C(=O)CC(C)(C)C2 | -13.4%
O=C(CCC1CCCCC1)Nc1ccc2ccccc2c1 | 21.9%
O=C(NCc1ccc(Cl)cc1)c1cc2n(n1)CC(c1ccc3c(c1)OCO3)OC2 (stereo not drawn) | 20.3%
CN1CCCC(C)(C(=O)Nc2cccc(Oc3ccccc3)c2)C1 (stereo not drawn) | 1.9%
Cn1cc(CCCC(=O)Nc2ccc3c(c2)C(=O)N2CCC[C@H]2C(=O)N3)c2ccccc21 | 15.3%
CC1CCN(C(=O)CSc2nnc(CNC(=O)c3ccccc3F)n2C)CC1 | 11.6%
Cc1csc(NC(=O)CCc2ccc(S(N)(=O)=O)cc2)n1 | -2.9%
Brc1cc2c(cc1Cn1nnc(-c3ccccc3)n1)OCO2 | 4.8%
Fc1ccc(OCc2ncc(-c3ccccc3)o2)c(Br)c1 | ?
CC1(C)CC(NC(=O)Cn2nc3c(cc2=O)CCCC3)CCO1 (stereo not drawn) | 26.6%
c1ccc(Nc2ncc(-c3ccccc3)c3c2OCC3)cc1 | 0.1%[176 µM]
The results go on.
SMILES | ALOX12 inh
CCCCc1nn(CC(=O)N2CCC(COC)C2)c(=O)n1Cc1ccccc1 (stereo not drawn) | 17.7%
Cc1ccc(-n2cccn2)c(CN2CCC(CNS(C)(=O)=O)C2)c1 (stereo not drawn) | 54.8%[activator]
COc1ccc(CNC(=O)N2CCC(Cc3nc(-c4ccncc4)n[nH]3)C2)cc1 (stereo not drawn) | 32.1%[activator]
CN(CC1CCOCC1)S(=O)(=O)c1ccc(F)c(Cl)c1 | 34.0%[activator]
CCc1cccc(C)c1NC(=O)CN1C(=O)C(c2ccccc2)=NC12CCCC2 | 11.8%
O=C(CCn1ccn2nc3c(c2c1=O)CCCC3)NCc1cccs1 | 38.2%
O=C(Cc1ccccc1Cl)N1CCN(C(=O)c2nnn3c2COC(c2ccc(F)cc2)C3)CC1 (stereo not drawn) | 13.2%
CC(C)c1noc(-c2cn(C3CCN(C(=O)c4ccoc4)C3)nn2)n1 (stereo not drawn) | -0.4%
CNC(=O)[C@@H]1C[C@H](n2cc(CN(C)C(=O)c3cccc(F)c3F)nn2)CN1 | 51.0%[activator]
CCC(CC)CN1CCOCCNC(=O)CC1 | 34.2%[activator]
O=C(NC[C@H]1O[C@H](Cc2cc(COc3ccccc3)on2)CC[C@@H]1O)Nc1ccccc1 | ?
COc1ccc2cc(C3CN(C(=O)c4cccn4C)CCO3)ccc2c1 (stereo not drawn) | -14.1%
Cc1cccc(O[C@H]2COCCN(C(=O)c3ccc(C(F)(F)F)cc3)C2)n1 | 45.4%[activator][176 µM]
O=C(O)c1ccc2c(c1)CC(=O)N2Cc1cccc(F)c1 | ?
Cc1c(C(=O)NC(c2ccc(Cl)cc2)c2nccn2C)oc2ccccc12 (stereo not drawn) | -10.1%
COc1ccc(/C=C/C(=O)Oc2cccc(C)c2)cc1 | 8.1%
Cc1ccc(Cc2c(-c3ccc(F)cc3)nc3ccc(Br)cn23)cc1 | ?
O=C(Nc1cccc2ccccc12)N[C@H]1CO[C@H]2[C@@H]1OC[C@@H]2n1nnnc1Oc1ccc2c(c1)OCO2 | ?
CCN(Cc1noc(C2CCC2)n1)C(=O)CN1C[C@@H]2CC[C@H](CC1=O)N2 | -17.6%
CC(C)(Oc1nn(Cc2cccc(Cl)c2)c2ccccc12)C(=O)N1CCN(CCO)CC1 | 0.2%
O[C@@H]1CO[C@H]2[C@@H]1OC[C@@H]2n1nnnc1SC1CCCC1 | 63.1µM*
CS(=O)(=O)Nc1ccc(-c2csc(NC3CC3)n2)cc1 | 10µM*
O=C(O)C1CCN(S(=O)(=O)c2ccc(Cl)c(Cl)c2)CC1 | -4.1%
O=S1(=O)CC(N2CCN(Cc3ccccc3F)CC2)CN1Cc1cn(Cc2ccc(F)cc2)nn1 (stereo not drawn) | -25.0%
O=C1NCCCCCN(C(=O)c2cnccn2)[C@H]2CCCC[C@@H]12 | 40.0%[activator]

A second format for 3 compounds above.
compound,ALOX12 inh
COC(=O)c1ccc(-c2cccc3c2OC(CNC(=O)c2ccc4c(c2)OCCO4)C3)nc1 (stereo not drawn),-1.5%
CC(Sc1nc2cc(C(F)(F)F)ccc2n1Cc1ccccc1)C(=O)c1ccc(F)cc1 (stereo not drawn),?
CCOC(=O)CC1COCCN1C(=O)c1cn(CCCc2ccccc2)nn1 (stereo not drawn),32.9%[activator]

Shown as a markdown table: part of the list above
| structure | ALOX12 inh |
| --- | --- |
| CNC(=O)[C@@H]1C[C@H](n2cc(CN(C)C(=O)c3cccc(F)c3F)nn2)CN1 | 51.0%[activator] |
| CCC(CC)CN1CCOCCNC(=O)CC1 | 34.2%[activator] |

Following part:
SMILES | ALOX12 inh
O=C(Nc1ccc(C2(C(=O)O)CCC2)cc1)C1CC1 | 17.7%
COc1ccc(CCC(=O)N2CCCC3(CC2)CN(C)C(=O)O3)cc1OC (stereo not drawn) | 75.9%[activator]
COCc1nnc(NC(=O)Cn2ccc3ccc(Cl)cc32)s1 | -21.8%
CC(NCc1cccc(S(=O)(=O)N(C)C)c1)c1cccs1 (stereo not drawn) | -16.6%
CC(C)(C)c1nc2c3cnn(-c4ccc(Cl)cc4)c3ncn2n1 | 34.8%[activator]
COc1cc2c(cc1CNC[C@H]1O[C@@H](n3cc(C)c(=O)[nH]c3=O)C[C@@H]1O)OCO2 | ?
CCCCn1c(SCC(=O)NCc2ccccc2)nc2cc(C(=O)OC)ccc2c1=O | 14.3%
C=CCNC(=O)C(NC(=O)c1cccc(OC)c1)C1CCN(C(=O)c2cccc(C)c2)CC1 (stereo not drawn) | 10.5%
C#CCNC(=O)c1cnc2cc(C)nn2c1 | 15.0%[176 µM]
CC(C)C(NS(=O)(=O)c1ccccc1)c1cccs1 (stereo not drawn) | -21.9%
O=C(/C=C/c1ccccc1Br)c1ccc(O)cc1 | -58.3%
C#CC(C)(CC)NC(=O)/C(=C/c1ccccc1)NC(=O)c1ccccc1 (stereo not drawn) | ?
CCCCn1nc(C(=O)Nc2c(C)cccc2CC)c2ccccc2c1=O | 11.5%
O=C(C1CCCC1)N1CCCC(c2noc(COc3ccccc3)n2)C1 (stereo not drawn) | 47.2%[activator]
CCNC(=O)NC(=O)C(C)Sc1cc(C)c2ccccc2n1 (stereo not drawn) | -6.9%
Cc1ccc(-n2nnnc2SC(C(=O)N2CCCC2)c2ccccc2)cc1C (stereo not drawn) | 10.0%
COc1cccc(-c2nc3cc(SC)ccc3cc2CN(C(=O)c2csc(C)n2)C2CC2)c1 | 1.0%
O=C(Nc1cccc(-c2ccc(N3CCOCC3)nn2)c1)Nc1cc(Cl)ccc1Cl | 11.4%
COc1ccc(Cn2c3c(c(=O)[nH]c2=O)CN(Cc2ccccc2)CN3)cc1 | ?
N#Cc1cccc(NC(=O)CN2C(=O)NC3(CCOCC3)C2=O)c1 | 18.6%
O=C(NC1CC1)c1ccccc1OC1CN(Cc2cccc(C(F)(F)F)c2)C1 | 16.7%
COc1cccc(OC)c1C(=O)OCC(=O)NCC1CCCCC1 | 0.5%
O=C1[C@H]2CN(Cc3ccc(Br)cc3)C[C@H]2C(=O)N1CCc1ccccc1 | ?
O=C(NC1CCN(C(=O)N2CC3CC(C2)[C@H]2CCCC(=O)N2C3)CC1)c1ccc2ccccc2n1 (stereo partly drawn) | -13.1%
CC1=C[C@@H](CNS(=O)(=O)c2ccc(Cl)cc2)[C@H](C(C)C)C[C@H]1CC(=O)N1CCOCC1 | ?
(listing goes on)
SMILES | ALOX12 inh
COCCNC(=O)CSCc1nc(-c2ccc(C)cc2)oc1C | 47.1%
Cc1cnc(C2CCOCC2)n1CCN | 1.3%
N#Cc1nc(-c2ccc(S(=O)(=O)N3CCCCCC3)cc2)oc1NC1CCCCC1 | ?
CCCn1nc(C(=O)N(C)Cc2cccc(OC)c2)c2ccccc2c1=O | 4.2%
Cc1nc(C)c(C(=O)N2CCC(Cc3nc(-c4ccccc4)n[nH]3)CC2)s1 | 38.9%[activator]
COc1ccc(-c2cc(C(=O)N3CCN(CC(=O)N(C)C)CC3)c3ccccc3n2)cc1 | ?
CCc1ccc(NC(=O)CSc2nc3c(c(=O)n2CCc2ccccc2)SCC3)cc1 | 24.3%
Cc1cc2nc(C3CCCCC3)c(CC(C)(C)C)n2c(C)c1Br | ?
COCc1nc(-c2nc3c([nH]2)CC(c2ccc(Cl)cc2)CNC3=O)no1 (stereo not drawn) | 94.0%[activator]
Cc1cc(C)cc(Cn2c3ccc(NC(=O)NCc4ccccc4)cc3c(=O)n2C)c1 | -17.0%
CN(C)CCNC(=O)CN1CCN(C(C(=O)O)c2c[nH]c3cc(OCc4ccccc4)ccc23)CC1 (stereo not drawn) | -46.2%
CN(C)C(=O)CNS(=O)(=O)c1cc(F)cc(F)c1 | -39.5%
COc1cccc(C2NC(=S)N(Cc3ccc(Br)cc3)C(C)=C2C(C)=O)c1 (stereo not drawn) | ?
COC(=O)C1(O)CC(c2ccccc2)C(C(=O)c2ccc(Cl)cc2)N1c1ccccc1 (stereo not drawn) | ?

The list is partial. The share of hits here may be higher or lower than overall.
